Screening data: PubChem, several laboratories
MITF act – activators of MITF-driven TRPM1 promoter reporter, primary screen, cell-based, SK-MEL-5, luciferase, single point; SK-MEL-5 TRPM1-promoter luciferase, 24 h; % of positive control, neutral wells = 0; 300,000 tested, 0.75% active; activation, % at 12.5 µM;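 active means mean activation of at least 80% with every replicate also reaching 80%; inconclusive means mean reaches 80% but some replicate falls short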;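 further: 0% = neutral control wells and 100% = parthenolide positive control wells; values of inactives mirror those of a sister screen read the other way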
Tat transport – E. coli Tat export inhibitors, primary screen, MC4100, TorA-mCherry reporter, fluorescence, single point | AID 488895, 2010 | inhibition, % at 10 µM | 340,000 tested, 0.036% active;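 active means mean replicate inhibition at least 50% and at least half of replicates individually reaching 50%; inconclusive means only one of the two criteria met; inactive means neither criterion met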;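 further: exported cargo escapes ClpAP degradation while cytoplasmic cargo is degraded and loses fluorescence; 0% = median of neutral control wells and 100% = median of NaSCN control wells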
dFosB act – activators of delta FosB homodimer, primary screen, biochemical, fluorescence polarization, TAMRA-CDK5 oligo, single point; Protein FosB (Mus musculus), P13346; purified delta FosB; percent of positive-control signal above neutral wells; activation, % at 25 µM; 340,000 tested, 0.99% active;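 active means mean activation above about 17%, with every replicate also reaching it, limit read from the data, passing the limit was not always enough; inconclusive means only one of the two conditions met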;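 further: fluorescence polarization rise as delta FosB binds a TAMRA Cdk5 AP-1 oligo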
Target sequence (P13346 whole entry, looked up): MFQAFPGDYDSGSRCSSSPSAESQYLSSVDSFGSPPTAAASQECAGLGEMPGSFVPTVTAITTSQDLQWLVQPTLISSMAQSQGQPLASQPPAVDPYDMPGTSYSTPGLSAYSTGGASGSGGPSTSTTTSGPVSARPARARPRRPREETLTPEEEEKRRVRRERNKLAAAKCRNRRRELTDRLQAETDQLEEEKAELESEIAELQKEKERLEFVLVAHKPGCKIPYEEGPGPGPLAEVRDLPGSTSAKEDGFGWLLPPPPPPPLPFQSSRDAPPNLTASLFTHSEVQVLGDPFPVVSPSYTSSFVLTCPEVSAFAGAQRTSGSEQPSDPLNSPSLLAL
Wnt bcat act – Wnt/beta-catenin pathway activators, primary screen, cell-based, plate reader, single point; Wnt/beta-catenin reporter cell assay, activator; AID 743398, 2014; activation, % at 9.35 µM; 300,000 tested, 1.2% active; in the data active means activation above about 30%, passing the limit was not always enough; inconclusive means no clear call, values can overlap the other calls;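 further: 0% = neutral control wells and 100% = positive control wells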
CAL PDZ FP-1 – untagged CAL PDZ binding inhibitors, primary screen, biochemical, fluorescence polarization, HTS; AID 602252, 2012; purified CAL PDZ, TMR-peptide fluorescence polarization, 1 h; 300,000 tested, 0.92% active; inhibition, % at 24.9 µM;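 active means mean inhibition of at least 30% with at least half of replicates also reaching 30%; inconclusive means no clear call, values can overlap the other calls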;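 further: 0% = DMSO neutral control and 100% = excess unlabeled competitor peptide PRC23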
Rtt109 Vps75 – inhibitors of C. albicans Rtt109/Vps75 HAT, primary screen, biochemical, ThioGlo CoA-SH fluorescence, plate reader. Histone acetyltransferase RTT109 (Candida albicans (strain SC5314 / ATCC MYA-2876)), …. purified Rtt109/Vps75, 4 h. inhibition, % at 34.9 µM. 330,000 tested, 0.16% active;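 active means inhibition of at least 50% in every replicate; inconclusive means best replicate reaches 50% inhibition but some replicates fall short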
RTF Ca sens act – cardiac RTF calcium sensitivity activators, primary screen, biochemical, IANBD-TnC fluorescence, EC20 calcium | IANBD-labeled TnC RTF fluorescence at EC20 calcium; 0% EC20 calcium, 100% full calcium | 340,000 tested, 0.24% active | Troponin I, cardiac muscle (Homo sapiens) + Troponin T, cardiac muscle (Homo sapiens) + … | AID 493008, 2010 | activation, % at 7.2 µM;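 active means activation above the mean over all tested compounds plus 3 SD, cut at about 30% in these data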;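 further: rise in fluorescence read as greater calcium sensitivity of cardiac thin filaments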
CDK5 inh – inhibitors of human CDK5/p35 kinase, primary screen, biochemical, single concentration. Cyclin-dependent kinase 5 (Homo sapiens) + Cyclin-dependent kinase 5 activator 1 (Homo …. Recombinant CDK5/p35, ADP-Glo luminescence, 60 min. inhibition, % at 10 µM. 330,000 tested, 0.01% active;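 active means highest replicate inhibition of at least 50% and at least 75% of replicates reaching 50%; inconclusive means only one of the two criteria met; inactive means both criteria failed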;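 further: plate controls were DMSO neutral control for no effect and GW8510 at 10 µM for full effect; many of its hits are not listed in these tables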
Target sequence (Q00535 whole entry, looked up): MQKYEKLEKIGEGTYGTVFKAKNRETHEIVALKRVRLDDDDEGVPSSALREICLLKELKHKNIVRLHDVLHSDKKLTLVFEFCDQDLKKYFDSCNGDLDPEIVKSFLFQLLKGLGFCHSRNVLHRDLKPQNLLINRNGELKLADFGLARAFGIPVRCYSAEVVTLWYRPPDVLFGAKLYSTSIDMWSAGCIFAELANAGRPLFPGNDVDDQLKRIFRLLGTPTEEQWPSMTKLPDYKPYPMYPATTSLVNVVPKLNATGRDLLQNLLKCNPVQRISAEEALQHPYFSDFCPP
Target sequence (Q15078 whole entry, looked up): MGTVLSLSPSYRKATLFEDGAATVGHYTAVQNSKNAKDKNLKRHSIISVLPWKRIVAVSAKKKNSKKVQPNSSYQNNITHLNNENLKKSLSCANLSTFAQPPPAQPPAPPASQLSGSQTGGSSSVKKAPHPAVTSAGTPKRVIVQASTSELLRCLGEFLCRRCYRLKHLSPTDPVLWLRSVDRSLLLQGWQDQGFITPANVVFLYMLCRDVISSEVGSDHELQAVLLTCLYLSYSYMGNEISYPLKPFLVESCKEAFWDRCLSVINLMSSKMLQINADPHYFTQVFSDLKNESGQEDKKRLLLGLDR
CAL PDZ FP-2 – CAL PDZ peptide-binding inhibitors, primary screen, biochemical, fluorescence polarization, Cer-tagged CAL PDZ, HTS. inhibition, % at 20 µM. 330,000 tested, 0.02% active. AID 504414, 2011. Golgi-associated PDZ and coiled-coil motif-containing protein (Homo sapiens), Q9HD26. purified CAL PDZ, TMR-peptide fluorescence polarization, 1 h;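 active means highest replicate inhibition of at least 40%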;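 further: plate controls were DMSO neutral control wells for no effect and unlabeled competitor peptide control wells for full effect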
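Material – purified CerCALP PDZ construct · Detection – FP readout, S and P plane fluorescence · Measure – percent inhibition from loss of millipolarization · Controls – unlabelled peptide for full inhibition, DMSO wells as neutral · Probe or stimulus – TMR-labelled reporter peptide T*-PRC34 bound in PDZ groove · Times – 1 h at RT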
V-ATPase pHluor – regulators of yeast V-ATPase proton pumping, primary screen, pHLuorin cytosolic pH fluorescence | 350,000 tested, 0.37% active | response, % at 10 µM | S. cerevisiae; in the data active means response mostly above about 7.3%, no sharp cut-off; inactive means mostly below about 5.4%; further: actives read high; inactives centre near 0; some compounds called inactive have numbers as strong as hits
* = called active by the depositor; ? = inconclusive; / = not tested or not shown.

MITF act	Tat transport	dFosB act	Wnt bcat act	CAL PDZ FP-1	structure	Rtt109 Vps75	RTF Ca sens act	CDK5 inh	CAL PDZ FP-2	V-ATPase pHluor
-6	-1	-12	-5	/	CN(C)S(=O)(=O)c1ccc(NC(=O)CSc2nc3ccccc3n2-c2ccccc2)cc1	-2	8	-1.2	-1.0	3
40	0	-4	?	0	O=c1[nH]c2ccccc2nc1/C=C/c1ccccc1	-2	16	-6.9	-2.9	2
8	3	-11	-1	-3	Cc1cc(=O)[nH]c(SCC(=O)NC(c2ccccc2)c2ccccc2)n1	5	1	1.6	-1.5	-4
3	2	3	2	-3	Cc1nn(CC(=O)N2CCOCC2)c(=O)c2ccccc12	-9	0	0.0	-0.3	0
-2	5	0	-2	/	OC(COc1ccccc1)CN1CCCCC1 (stereo unspecified)	-3	2	0.0	-0.4	2
-14	-2	-5	/	/	O=C(COC(=O)C1CCCCC1C(=O)N1CCc2ccccc21)NCc1ccco1 (stereo unspecified)	-6	2	-0.5	-1.6	8
-15	4	6	-3	-2	O=C(COc1ncnc2ccccc12)Nc1cc([N+](=O)[O-])ccc1F	8	6	0.8	-2.2	6
-9	12	-4	0	1	Cc1cc(N)n(-c2ccc(S(=O)(=O)N3CCOCC3)cc2[N+](=O)[O-])n1	-4	2	-1.7	-0.4	-2
-8	3	2	-3	-4	CN(C)c1cc(C(F)(F)F)nc(-c2ccccn2)n1	4	-2	3.9	0.1	-5
12	-4	?	-3	-5	NC(=O)Nc1ccc(C(=O)OCC(=O)NCc2ccc3c(c2)OCO3)cc1	2	-4	0.1	-0.1	4
4	17	-10	6	-3	O=C(COc1ccc2ccccc2c1)Nc1ccccc1C(=O)O	-1	-1	1.9	-4.1	2
-1	-2	-1	2	-2	CC(=O)Cc1nsc(NC(=O)c2cccs2)n1	4	6	-0.1	-0.8	1
23	23	-9	12	-2	O=C(N/N=C/c1ccc2c(c1)OCO2)C1CC1	-2	3	-1.1	-2.2	0
-4	-3	-4	3	-2	CC(C)CCNC(=O)CCc1nnc(COc2ccccc2)o1	13	-3	-0.4	-2.2	-6
13	-12	-4	-1	-2	COc1cccc(-c2sc3ccc(OC)cc3c2C#CC2(O)CCCCC2)c1	-2	-3	-3.5	0.1	-1
-7	0	-5	-2	-5	COc1ccc(/C=C/C(=O)c2cc3cccc(OC)c3oc2=O)cc1	0	5	-0.7	-0.6	-1
79	-2	-15	16	-6	Cc1nn(-c2ccc(N3CCCCC3)nn2)c(C)c1CCC(=O)Nc1ccc(F)cc1	7	4	1.7	-0.1	-5
6	0	-10	-1	46*	Cc1ccccc1OCC(=O)OCC(=O)c1cc(C)n(C2CC2)c1C	-12	0	0.5	-2.2	13
-34	-2	-9	/	-1	CCC1C/C(=C\c2cc(OC)c(OC)cc2OC)C(=O)/C(=C/c2cc(OC)c(OC)cc2OC)C1 (stereo unspecified)	/	21	-1.0	-3.2	-1
-8	-1	-2	0	-1	CCOC(=O)C1=C(N)OC2=C(C(=O)CC(C)(C)C2)C1c1cccnc1 (stereo unspecified)	-2	3	-1.1	-0.4	-4

Part of the list above, with two lines to a compound.
Values in the order – MITF act | Tat transport | dFosB act | Wnt bcat act | CAL PDZ FP-1 | Rtt109 Vps75 | RTF Ca sens act | CDK5 inh | CAL PDZ FP-2 | V-ATPase pHluor
- Cc1cc(=O)[nH]c(SCC(=O)NC(c2ccccc2)c2ccccc2)n1
  8 | 3 | -11 | -1 | -3 | 5 | 1 | 1.6 | -1.5 | -4
- CCOC(=O)C1=C(N)OC2=C(C(=O)CC(C)(C)C2)C1c1cccnc1 (stereo unspecified)
  -8 | -1 | -2 | 0 | -1 | -2 | 3 | -1.1 | -0.4 | -4
- CC(=O)Cc1nsc(NC(=O)c2cccs2)n1
  -1 | -2 | -1 | 2 | -2 | 4 | 6 | -0.1 | -0.8 | 1

(list continues)
MITF act	Tat transport	dFosB act	Wnt bcat act	CAL PDZ FP-1	structure	Rtt109 Vps75	RTF Ca sens act	CDK5 inh	CAL PDZ FP-2	V-ATPase pHluor
0	3	6	/	-1	CCN1C(=O)c2cccc3c(NC(=O)c4ccccc4)ccc1c23	-8	4	0.7	-2.7	-2
-1	-2	5	/	-4	O=C(NCc1ccco1)C1CCN(C(=O)Cc2ccccc2)CC1	14	0	-1.8	-0.6	4
9	1	-8	2	13	Cc1ccc(S(=O)(=O)N2CCCC(C(=O)NCCc3ccccc3)C2)cc1 (stereo unspecified)	3	-2	-2.4	0.2	-1
-100	-4	-4	12	-1	O=C1C=C(Nc2ccccc2O)c2ccccc2C1=O	10	-2	1.3	-0.9	-4
4	-1	0	-3	-1	CCNc1ccc(C(=O)OCC(=O)N(Cc2ccccc2)C(C)(C)C)cc1[N+](=O)[O-]	4	0	0.3	-2.0	4
-1	0	-5	1	8	Clc1nc(-c2ccccc2)c2ccccc2n1	-3	-3	-1.0	-0.7	2
/	-8	-1	3	1	COc1ccc(CC(=O)NCc2cccs2)cc1	-31	0	1.6	-1.1	0
-7	0	-4	/	0	CCOC(=O)c1ccc(NC(=O)CSc2nnc(CCc3ccc(C)o3)n2-c2ccccc2)cc1	0	5	-0.1	-1.1	-2
-3	-1	-5	0	2	NNC(=O)CC(=O)NC1(Cc2ccc(O)cc2)CCCCC1	-3	1	-3.1	-2.4	5
3	-7	-9	1	0	C[C@H](CO)N1C[C@H](C)[C@@H](CN(C)C(=O)NC2CCCCC2)Oc2c(NC(=O)CCC(F)(F)F)cccc2C1=O	8	-1	-1.1	0.0	-3
-4	3	-2	1	-4	O=C(NCc1ccc(Cl)cc1)[C@@H]1CCCN1S(=O)(=O)c1ccc(Cl)cc1	-6	-6	-0.7	-1.0	1
-3	10	-6	1	1	O=C(COC(=O)Cc1cccc(C(F)(F)F)c1)Nc1ccc2c(c1)OCCO2	4	-1	0.1	-2.9	0
/	16	-3	5	-3	Brc1ccc(-c2ccc(CNCc3ccccn3)o2)cc1	-6	-7	-1.4	0.0	-3
/	-1	-1	-1	/	CCCn1c(N)c(NCCN2CCOCC2)c(=O)n(CC(=O)NCc2ccccc2)c1=O	-7	1	-6.1	-0.1	2
1	0	5	2	8	CC12C=CC(=O)C=C1CCC1C2C(O)CC2(C)C1CCC2(O)C(=O)CO (stereo unspecified)	-5	1	0.0	0.4	-1
2	?	-4	-3	-1	Nc1ccn(CC(=O)N2CCN(c3ccccn3)CC2)c(=O)n1	-4	-9	1.6	-1.6	2
-8	12	-5	-2	/	Cc1cccc(OCCCC(=O)N2CCCc3ccccc32)c1C	-3	-2	-0.1	0.1	-3
4	-6	-4	0	-4	COc1cccc(CNC(=O)CCn2c(=O)c3cccn3c3cccnc32)c1	-9	-2	-1.5	-1.2	-3
25	6	-1	-4	-2	Cc1nc(N2CCN(c3ccccn3)CC2)c2c(C)c(C(=O)Nc3ccc(F)cc3F)sc2n1	6	4	-0.3	-4.2	0
-7	-5	-5	-2	-1	CC1=CN(S(=O)(=O)c2ccc(C)cc2)C[C@@H]2c3ccccc3N(S(=O)(=O)c3ccc(C)cc3)[C@H]12	0	-7	1.1	0.5	-2

Next entries:
MITF act	Tat transport	dFosB act	Wnt bcat act	CAL PDZ FP-1	structure	Rtt109 Vps75	RTF Ca sens act	CDK5 inh	CAL PDZ FP-2	V-ATPase pHluor
-2	-5	10	/	-4	O=C(N/N=C/c1ccc(Br)s1)c1cccc([N+](=O)[O-])c1	5	2	1.6	0.2	-3
-1	2	9	2	-5	CCN(CC)C(=O)Cn1c(=O)n(CCC(=O)Nc2ccc(F)cc2)c(=O)c2sccc21	-15	-4	/	-0.5	2
10	9	-2	-2	-6	Cc1ccc(S(=O)(=O)NCCC(=O)N2CCN(c3cccc(Cl)c3)CC2)cc1C	22	-6	1.8	0.3	0
/	4	-17	-6	0	Cc1ccc(-c2nnn(CC(=O)N(c3ccccc3)C(C(=O)NCC3CCCO3)c3ccc(Cl)cc3)n2)cc1 (stereo unspecified)	-1	0	0.0	0.2	-1
1	-3	-7	4	76*	NC(=O)COC(=O)c1ccc(NS(=O)(=O)c2ccc3c(c2)OCCO3)cc1	-1	4	-1.4	-1.1	-2
-6	-7	-1	3	/	COc1ccc(N2C(=O)C(CN3CCCCC3)C2c2ccccc2)cc1 (stereo unspecified)	7	1	-0.5	-0.8	1
1	1	-2	11	-1	CN(CCC#N)C(=O)CC(Cc1ccccc1)C1CCOC(C)(C)C1 (stereo unspecified)	-3	-7	1.1	-1.2	-2
2	3	-2	-1	-4	Cc1ccc(S(=O)(=O)N2CCN(c3c([N+](=O)[O-])cc(C(F)(F)F)cc3[N+](=O)[O-])CC2)cc1	1	0	0.3	0.1	2
-6	-2	-6	-1	/	C=C(C)c1cccc(C(C)(C)NC(=O)N2CCN(c3ccccn3)CC2)c1	-5	-1	-1.4	-0.2	0
6	9	-2	1	-1	O=C1[C@@H]2Cc3c([nH]c4ccccc34)C(c3ccc(Cl)cc3)N2C(=O)CN1CCO (stereo partly specified)	-13	1	-0.3	-0.7	0
21	-4	-10	12	2	COc1ccc(C(=O)NC(=S)N(C)C2CCCCC2)cc1	3	-4	0.5	-2.5	3
-4	2	5	-4	-1	Cc1cc(C)n2nc(SCC(=O)NC3CCCCC3)nc2n1	-4	-3	1.6	-2.3	2
